Dyrk1A ADPGlo: rat Dyrk1A kinase inhibitors, primary screen, biochemical, single point, plate reader; Dual specificity tyrosine-phosphorylation-regulated kinase 1A (Rattus norvegicus), Q63470; ADP-Glo luminescence, NFATc1 peptide; inhibition, % at 12.5 µM; 310,000 compounds, 0.43% hits; AID 504441, 2011; in the data active means inhibition above about 50%;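 further: plate controls were vehicle with enzyme for no effect and no enzyme for full effect; many of its hits are not listed in these tables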
TRPC4 agonist: activators of mouse TRPC4 channel, primary screen, Fluo4 calcium, HEK293 TRPC4beta/mu-opioid cells. Fluo4 calcium fluorescence; active compounds read high. B-score at 10 µM. 310,000 compounds, 0.49% hits. AID 2237, 2010;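 active means B-score above 5 SD of library B-scores, and initial fluorescence ratio not above library mean plus 5 SD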;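 further: positive B-score marks a calcium rise read as TRPC4 activation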
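Technique: kinetic Fluo4 calcium fluorescence; Test system: TRPC4beta and mu-opioid receptor HEK293 stable cells; Measure: B-scored integrated calcium fluorescence ratio; Benchmarks: low control buffer alone, high control maximal DAMGO; Schedule: 45 min room-temperature Fluo4 loading, 110 s read.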
hERG rescue: hERG rescue from dofetilide block, primary screen, cell-based, CHO-hERG, FluxOR thallium flux, dofetilide IC70; activation (rescue from dofetilide block), less the hit threshold, % at 10 µM; 310,000 compounds, 0.51% hits; dofetilide IC70 present; AID 1511, 2009;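 active means activation above the mean of controls blocked by dofetilide plus 5 SD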;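 further: thallium influx through hERG after potassium depolarization seen as dye fluorescence rise; in these data hits start at about 4.7%; inactives centre near -7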
KCNK3 inh: human KCNK3 channel inhibitors, primary screen, CHO cells, FluxOR thallium flux, B-score | Potassium channel subfamily K member 3 (Homo sapiens), O14649 | FluxOR fluorescence; active compounds read low | 340,000 compounds, 0.84% hits | AID 602410, 2012 | B-score at 10 µM;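 active means B-score under library mean minus 4 SD, starting fluorescence ratio at most library mean plus 5 SD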;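 further: more negative B-score means stronger inhibition of thallium flux through KCNK3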
Target sequence (O14649 whole entry, looked up): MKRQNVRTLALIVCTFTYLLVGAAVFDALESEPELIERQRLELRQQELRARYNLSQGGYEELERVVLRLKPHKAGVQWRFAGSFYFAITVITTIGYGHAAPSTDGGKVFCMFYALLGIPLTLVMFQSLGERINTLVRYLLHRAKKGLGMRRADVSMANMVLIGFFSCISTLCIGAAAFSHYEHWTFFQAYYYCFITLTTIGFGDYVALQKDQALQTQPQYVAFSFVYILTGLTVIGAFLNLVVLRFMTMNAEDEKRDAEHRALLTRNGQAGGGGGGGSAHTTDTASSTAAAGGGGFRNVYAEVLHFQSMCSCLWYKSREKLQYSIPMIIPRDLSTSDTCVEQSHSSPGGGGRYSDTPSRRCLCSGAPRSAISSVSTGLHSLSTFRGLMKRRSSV
PolyA inhibitor: polyadenylation inhibitors in yeast reporter cells, primary screen, luminescence, S. cerevisiae. S. cerevisiae SKY197-pL101 polyadenylation reporter, beta-gal luminescence; efflux-impaired pdr1/pdr3 knockout yeast; score 100 = 6 SD above DMSO. calls only at 12 µM. 300,000 compounds, 0.02% hits. AID 1875, 2009;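 active means lowest replicate activity score at least 50, where 100 means six control SD above control mean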;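 further: yeast exposed to compound for 9 h at 30 °C; higher score means more reporter readthrough which indicates perturbed polyadenylation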
TRPC4 PAM: positive allosteric modulators of TRPC4, primary screen, cell-based, mouse TRPC4beta, HEK293 mu-opioid, Fluo-4 calcium. Short transient receptor potential channel 4 (Mus musculus), Q9QUQ5. DAMGO EC20, Fluo-4 Ca2+ flux; active compounds read high. B-score at 10 µM. 310,000 compounds, 0.42% hits. AID 2227, 2009;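 active means B-score of calcium response area above 5 SD of library B-scores, with initial fluorescence ratio within 5 SD of library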;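 further: B-score of integrated fluorescence ratio over time as area under calcium response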
TRPC4 inh: inhibitors of mouse TRPC4 channel, primary screen, Fluo4 calcium, HEK293 TRPC4beta/mu-opioid cells | AID 2247, 2010 | Short transient receptor potential channel 4 (Mus musculus), Q9QUQ5 | DAMGO-evoked Fluo4 calcium flux; active compounds read low | 300,000 compounds, 0.39% hits | B-score at 10 µM;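 active means B-score over 3 SD under the library average, no early fluorescence shift, positive overall ratio signal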
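material = TRPC4beta/mu-opioid receptor HEK293 cell line | probe or stimulus = sequential submaximal and maximal DAMGO stimulation | compound dosing = one concentration per compound | measured by = Fluo4 Ca2+ flux fluorescence | evaluation = integrated fluorescence ratio relative to baseline, converted to per-well B score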
Platelet DG rel: inhibitors of platelet dense granule secretion, primary screen, cell-based, MLPCN, human platelets | human platelet-rich plasma, SFLLRN dense granule ATP release, luminescence | inhibition, %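 (compounds screened at 7.5 µM in platelet-rich plasma)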 | 300,000 compounds, 0.22% hits | AID 1663, 2009;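 active means mean replicate score, as percent of positive control, at or above 50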
KCNQ1 inh: inhibitors of human KCNQ1 channel, primary screen, cell-based, thallium flux, high-throughput. Potassium voltage-gated channel subfamily KQT member 1 (Homo sapiens), P51787. CHO-K1 KCNQ1, FluxOR thallium flux fluorescence; active compounds read high. B-score at 10 µM. 310,000 compounds, 1.3% hits;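 active means compounds whose thallium flux B-score, printed positive for inhibition, exceeds three library SD while starting fluorescence stays within three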;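 further: channel opened by potassium depolarization with thallium stimulus after 20 min compound exposure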
KCNQ1 act: potentiators or activators of KCNQ1 channel, primary screen, cell-based, thallium flux, high-throughput | B-score at 10 µM | 310,000 compounds, 0.35% hits | Potassium voltage-gated channel subfamily KQT member 1 (Homo sapiens), P51787 | CHO-K1 KCNQ1, thallium flux FluxOR fluorescence; active compounds read high | AID 2648, 2010;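 active means fluorescence ratio B-score, a plate-corrected score, at least three library SD, with initial intensity B-score within 5 SD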
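Assay system: CHO-K1 cells stably expressing KCNQ1; Medium: assay buffer with matched DMSO; Also added: K+/Tl+ depolarizing stimulus; Dosing: single dose; Timing: dye 90 min, compound 20 min, room temperature; Measured by: kinetic FluxOR thallium fluorescence, 10-s 1-Hz baseline, 110-s post-stimulus read; Read-out: peak-minus-minimum fluorescence over initial fluorescence, negative-control normalized, B-scored.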
KCNK9 inh: KCNK9 potassium channel inhibitors, primary screen, HEK293 cells, thallium flux | Potassium channel subfamily K member 9 (Homo sapiens), Q9NPC2 | B-score at 10 µM | FluxOR thallium flux fluorescence; active compounds read low | AID 488922, 2010 | 310,000 compounds, 1.2% hits;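 active means ratio B-score over 3 SD below the library mean, with starting fluorescence within 5 SD of its mean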;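 further: negative B-score means less thallium flux so channel inhibition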
Target sequence (Q9NPC2 whole entry, looked up): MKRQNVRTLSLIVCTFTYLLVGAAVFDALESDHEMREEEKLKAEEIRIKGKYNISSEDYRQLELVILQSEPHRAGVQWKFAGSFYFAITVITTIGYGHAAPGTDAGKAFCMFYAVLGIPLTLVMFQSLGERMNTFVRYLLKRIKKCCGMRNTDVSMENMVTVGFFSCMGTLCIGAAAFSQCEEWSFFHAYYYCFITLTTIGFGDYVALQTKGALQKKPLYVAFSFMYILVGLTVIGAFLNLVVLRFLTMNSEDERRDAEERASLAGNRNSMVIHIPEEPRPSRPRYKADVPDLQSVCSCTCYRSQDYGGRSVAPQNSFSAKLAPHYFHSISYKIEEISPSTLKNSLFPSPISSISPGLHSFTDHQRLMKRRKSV
Numbers without * were called inactive; i = inactive; / = no result given. Some of the compounds tested (hit frequency here may not be typical).

Values in the order: Dyrk1A ADPGlo | TRPC4 agonist | hERG rescue | KCNK3 inh | PolyA inhibitor | TRPC4 PAM | TRPC4 inh | Platelet DG rel | KCNQ1 inh | KCNQ1 act | KCNK9 inh
> Oc1ccc(-c2csc(-c3cccnc3)n2)c(O)c1
    7.9 | i | -13.1 | i | i | i | i | 4.2 | i | i | i
> Cc1c(C(=O)Nc2ccc(OCc3ccccc3)cc2)cccc1[N+](=O)[O-]
    -7.3 | i | -11.0 | i | i | i | i | -17.0 | i | i | i
> Cc1cccc2cc(C3CC(c4cccs4)=NN3C(=O)CCC(=O)O)c(Cl)nc12 (stereo not given)
    -11.9 | i | -9.6 | i | i | i | i | -1.3 | i | i | i
> Cc1ccc(C(=O)NC(=S)N2CCN(c3cc(C)ccc3C)CC2)cc1
    -1.6 | i | 7.7* | i | i | i | i | -1.0 | i | i | i
> Cc1nc2cc(CC(=O)O)ccc2o1
    -5.8 | i | -9.8 | i | i | i | i | -3.2 | i | i | i
> O=C(CN1CCCC1)NCC12CC3CC(CC(C3)C1)C2
    -2.4 | i | -6.1 | i | i | i | i | -4.3 | i | i | i
> CC(=O)c1cccc(NC(=O)N2CCCC2C(=O)NC2CCCC2)c1 (stereo not given)
    -0.2 | i | -7.5 | i | i | i | i | -7.6 | i | i | i
> COc1ccc(Cl)cc1N(C(C)C(=O)O)S(C)(=O)=O (stereo not given)
    1.2 | i | -0.2 | i | i | i | i | 7.6 | i | i | i
> CC(=O)Nc1ccc(-c2cn3ccsc3n2)cc1
    1.7 | i | -8.6 | i | i | i | i | -7.5 | i | i | i
> CC(=O)Nc1cccc(C(=O)OC(C(=O)c2ccc(C)c(C)c2)c2ccccc2)c1 (stereo not given)
    -1.8 | i | -11.5 | i | i | i | i | 2.9 | i | i | i
> CC(=O)C(=Nc1ccccc1Cl)NNc1ccc(Cl)cc1
    -0.9 | i | -10.1 | i | i | i | i | 2.9 | i | i | i
> NC(=O)C1=C[C@H](c2csc3ccccc23)C[C@H](OCc2ccc(CO)cc2)O1
    1.8 | i | -10.2 | i | i | i | i | -3.9 | i | i | i
> CCOc1cc(Br)c(/C=C2/C(=O)N(C)C(=S)N2CC(=O)OC)cc1OC
    -1.9 | i | -7.7 | i | i | i | i | -2.3 | i | i | i
> c1ccc(OCc2nnc3sc(-c4cccs4)nn23)cc1
    0.2 | i | -3.6 | i | i | i | i | 1.2 | i | i | i
> CCO[C@@H]1OC(C(=O)N2CCN(Cc3ccc4c(c3)OCO4)CC2)=C[C@H](c2ccc3c(c2)OCO3)[C@H]1CCCO
    / | i | -15.7 | / | i | i | i | -4.7 | i | i | i
> COc1ccc(C(OC(=O)c2c(C)noc2C)C(=O)NC2CCCC2)cc1 (stereo not given)
    -0.1 | i | -13.0 | i | i | i | i | 28.2 | i | i | i
> S=c1nc(C2CCCCC2)[nH]c2ccccc12
    12.3 | i | 10.4* | i | i | i | i | 17.1 | i | 22* | i
> Cc1cc(C)nc(NC(=O)CSc2nnnn2-c2ccccc2)n1
    -0.7 | i | -0.8 | i | i | i | i | 10.2 | i | i | i
> Cc1ccc(C(=O)CCC(=O)N(C)CC(=O)Nc2c(Cl)cccc2Cl)cc1
    -4.8 | i | -13.2 | i | / | i | i | -1.7 | i | i | i
> CCn1c(SC(C)C(=O)Nc2nccs2)nnc1-c1ccncc1 (stereo not given)
    -3.1 | i | -3.1 | i | i | i | i | -8.7 | i | i | i
> Cc1ccc(S(=O)(=O)Nc2ccc3c(c2)nc(CCN2CCCCC2)n3C)cc1
    8.1 | i | -6.8 | i | i | i | i | 1.0 | i | i | i
> O=C(c1ccccc1)c1nnc(-c2ccccc2F)o1
    -9.1 | i | -5.4 | i | i | i | i | 22.4 | i | i | i
> Cc1cccc(Cl)c1NNC(=O)Nc1c([N+](=O)[O-])c(C)nn1C
    19.1 | i | -13.7 | i | i | i | i | 7.9 | i | i | i
> Cc1noc(C)c1S(=O)(=O)Nc1ccc(C(=O)N2CCc3ccccc3C2)cc1
    15.8 | i | -6.1 | -9.14* | i | i | i | 0.0 | i | i | i
> CC(O)[C@H]1CNCCN1CC1(c2ccccc2)CC1 (stereo not given in full)
    3.3 | i | -6.5 | i | i | i | i | -3.2 | i | i | i
> COC(=O)CSc1nc2ccc(C)cc2[nH]1
    -3.5 | i | -2.9 | i | i | i | i | -5.9 | i | i | i
> COc1ccccc1-n1c(SCC(=O)Nc2cccc3ccccc23)nc(O)cc1=O
    2.6 | i | 0.0 | i | i | i | i | -1.8 | i | i | i
> CCCCc1nc2n[nH]c(N)c2c2c1CSC(C)(C)C2
    10.4 | i | -3.4 | i | i | i | i | 0.1 | i | i | i
> CCc1nnc(NC(=O)CCC(=O)Nc2ccc(OC)cc2OC)s1
    2.9 | i | -5.3 | i | i | i | i | 26.7 | i | i | i
> CSc1nsc(SCC(=O)N2CCc3ccccc32)n1
    6.1 | i | -10.9 | i | i | i | i | -2.3 | i | i | i
> Cc1ccc(C)c(S(=O)(=O)Nc2ccc3scnc3c2)c1
    0.5 | i | -6.8 | i | i | i | i | / | i | i | i
> O=C(c1ccncc1)N1N=C(C2CCCCC2)CC1(O)C(F)(F)F (stereo not given)
    / | i | -4.2 | / | i | i | i | -0.8 | i | i | i
> COc1ccc(CNC(=O)C(c2ccc(C)cc2)N(Cc2cccs2)C(=O)c2ccc3c(c2)OCCO3)cc1 (stereo not given)
    8.0 | i | -17.1 | i | i | i | i | 5.2 | i | i | i
> Cc1cc(OC(F)F)ccc1NC(=O)Nc1ccc2c(c1)OCO2
    / | i | -1.2 | i | i | i | i | -19.7 | i | i | i
> O=C(CCCC(=O)N(CC(=O)NC1CCCC1)c1ccc(F)c(Cl)c1)Nc1ccccn1
    -2.1 | i | -10.3 | i | i | i | i | 0.2 | i | i | i
> Cc1cc(C)c2c(N)c(C(=O)NCc3ccco3)sc2n1
    -5.8 | i | -7.6 | i | i | i | i | -33.2 | i | i | i
> CCCCNc1ncnc2c1cnn2Cc1ccc(Cl)cc1
    -2.5 | i | -8.1 | i | i | i | i | -0.1 | i | i | i
> Cc1c(NC(=O)c2cc3ccccc3c(=O)s2)c(=O)n(-c2ccccc2)n1C
    1.7 | i | -15.0 | i | i | i | i | 14.3 | i | i | i
> O=C(Cn1cnc2c(nnn2Cc2ccccc2F)c1=O)NCc1ccco1
    -5.6 | i | -4.2 | i | i | i | i | 4.7 | i | i | i
> CC(=O)N1[C@H](C)C=C[C@]1(Cc1ccccc1)C(=O)O
    -6.9 | i | -9.6 | i | i | i | i | -9.5 | i | i | i
> COc1ccc(-n2c(-c3cccc(C)c3[N+](=O)[O-])n[nH]c2=S)cc1
    7.7 | i | -10.6 | i | i | i | i | 11.6 | i | i | i
> Cc1c(NC(=S)N/N=C\c2ccccc2O)c(=O)n(-c2ccccc2)n1C
    4.5 | i | -16.1 | i | i | i | i | -16.2 | i | i | i
> Brc1cc(-c2ccccc2)nc(-c2ccccc2)n1
    / | i | -14.1 | i | i | i | i | 2.7 | i | i | i
> Cc1sc2ncn(CC(=O)NCC(=O)N3CCN(c4ccc(F)cc4)CC3)c(=O)c2c1C
    -4.2 | i | -2.7 | i | i | i | i | -15.8 | i | i | i
> Cc1noc(C)c1Cn1nc(C(=O)O)c2ccccc2c1=O
    -0.7 | i | -7.3 | i | i | i | i | 2.7 | i | i | i
> Cc1ccc(C(=O)N/N=C/c2ccc(-c3cccc(C(F)(F)F)c3)o2)cn1
    6.4 | i | -8.7 | i | i | i | i | 6.6 | i | i | i
> O=C(Cn1ccc(C(F)(F)F)n1)NNC(=O)c1cccnc1
    5.4 | i | -6.3 | i | i | i | i | -6.1 | i | i | i
> C[C@H](NC(=O)C1CCN(S(=O)(=O)c2ccccc2)CC1)C(=O)NCc1ccc(Cl)cc1Cl
    2.1 | i | -7.6 | i | i | i | i | 1.9 | i | i | i
> Cc1cccc(NC(=O)CCN2C(=O)c3cccc([N+](=O)[O-])c3C2=O)c1
    4.6 | i | -8.8 | i | i | i | i | / | i | i | i
> COc1ccc(N(CC(=O)N2CCCCCC2)S(=O)(=O)c2ccc(OC)c(OC)c2)cc1
    1.8 | i | -14.0 | i | i | i | i | 20.2 | i | i | i

Exported in markdown: 5 of the compounds above
| Compound | Dyrk1A ADPGlo | TRPC4 agonist | hERG rescue | KCNK3 inh | PolyA inhibitor | TRPC4 PAM | TRPC4 inh | Platelet DG rel | KCNQ1 inh | KCNQ1 act | KCNK9 inh |
| --- | --- | --- | --- | --- | --- | --- | --- | --- | --- | --- | --- |
| S=c1nc(C2CCCCC2)[nH]c2ccccc12 | 12.3 | i | 10.4* | i | i | i | i | 17.1 | i | 22* | i |
| Cc1cc(C)nc(NC(=O)CSc2nnnn2-c2ccccc2)n1 | -0.7 | i | -0.8 | i | i | i | i | 10.2 | i | i | i |
| Cc1ccc(C(=O)CCC(=O)N(C)CC(=O)Nc2c(Cl)cccc2Cl)cc1 | -4.8 | i | -13.2 | i | / | i | i | -1.7 | i | i | i |
| CCn1c(SC(C)C(=O)Nc2nccs2)nnc1-c1ccncc1 (stereo not given) | -3.1 | i | -3.1 | i | i | i | i | -8.7 | i | i | i |
| Cc1ccc(S(=O)(=O)Nc2ccc3c(c2)nc(CCN2CCCCC2)n3C)cc1 | 8.1 | i | -6.8 | i | i | i | i | 1.0 | i | i | i |

From PubChem
